Source: PubChem BioAssay (National Center for Advancing Translational Sciences (NCATS))
Giardia killer = Giardia lamblia killing; Giardia lamblia trophozoite viability; activity change, % at 7.66 µM, hits read low; 340,000 compounds, 0.15% hits; AID 540267; in the data active means activity change below about -80%; inconclusive means between about -30% and that limit;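 further: parasites exposed to compound for two days anaerobically before the ATP read; on the % scale 0 is the no-effect control and ±100 the full control effect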
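Each well holds 100 Giardia trophozoites and compound. After two days (48 hrs) at 37 deg C in anaerobic conditions, ATP is quantified by luminescence.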
Menin MLL FP TR = displaces Texas Red mutant MLL peptide from human menin | Menin + Texas Red MLL mutant peptide, fluorescence polarization | Potency, µM (titrated, usually from 61.6 µM), without a hit: at the top dose FP activity change, negative = inhibition, most hits filed as inhibitors | 270,000 compounds, 0.23% hits; active means well fitted inhibition curve with a large enough effect in the polarisation, with a control signal flat, not every such curve was filed as active; inconclusive means small, poorly fitted or top-dose-only effect, or effect the other way, or a change in a side signal; inactive means no such curve, though single readings can be large or run the other way; the % refers to the polarisation; further: potency means the concentration at half of the fitted maximal effect; % of control where 0% means no effect; many of its hits are not listed in these tables
PKM2 act = increases activity of human pyruvate kinase M2; P14618; purified PKM2, Kinase-Glo ATP luminescence, activation; response scale: 0% is enzyme alone, no compound; Potency, µM (highest dose often 57.5 µM), without a hit: at the highest dose activation, usual class: activators; 260,000 compounds, 0.34% hits; AID 1631; further: potency means the concentration at half of the fitted maximal effect; on the % scale 0 is the no-effect control and ±100 the full control effect; nearly all actives have a fitted effect of over 55% in size
Target sequence (P14618 whole entry, looked up): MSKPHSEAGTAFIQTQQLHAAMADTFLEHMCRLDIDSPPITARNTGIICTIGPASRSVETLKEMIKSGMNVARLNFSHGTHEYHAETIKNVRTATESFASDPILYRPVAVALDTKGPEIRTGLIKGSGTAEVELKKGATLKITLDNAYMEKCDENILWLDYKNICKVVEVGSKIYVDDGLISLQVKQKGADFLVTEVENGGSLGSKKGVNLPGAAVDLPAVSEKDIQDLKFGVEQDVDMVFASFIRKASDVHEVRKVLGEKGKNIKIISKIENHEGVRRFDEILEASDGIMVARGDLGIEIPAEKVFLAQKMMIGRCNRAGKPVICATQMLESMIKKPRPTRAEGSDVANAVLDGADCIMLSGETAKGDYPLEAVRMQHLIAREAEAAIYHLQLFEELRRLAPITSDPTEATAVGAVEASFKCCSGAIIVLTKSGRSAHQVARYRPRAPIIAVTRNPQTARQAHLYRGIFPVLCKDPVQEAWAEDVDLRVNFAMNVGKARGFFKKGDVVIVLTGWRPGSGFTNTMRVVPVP
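Purified hPK-M2 (>95% pure) converted ADP (0.1 mM final) to ATP with 0.5 mM PEP in 50 mM imidazole pH7.2, KCl, MgCl2, Tween 20, BSA; 1 h at room temperature. ATP detected by Kinase-Glo luminescence.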
S-ASM inh = blocks human secretory acid sphingomyelinase | P17405 | placental ASM, HMU-PC fluorogenic substrate, 60 min | Potency, µM (top dose mostly 57.5 µM), without a hit: at the top dose activity change, negative = inhibition, hits mostly inhibitors | 340,000 compounds, 0.006% hits; further: potency means the concentration at half of the fitted maximal effect
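qHTS format. ASM enzyme prepared from human placenta hydrolyses the fluorogenic substrate HMU-PC0 (9 uM final) over 60 min at 37 °C after a 10 min compound preincubation.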
FBPA coupling cs = counter-screen for Giardia aldolase inhibitors: coupling enzyme system; AID 2472; 290,000 compounds, 0.67% hits; coupling enzyme system counterscreen, AmpLite Red fluorescence; activity change, negative = inhibition, % at 58.2 µM, hits read low; in the data active means activity change below about -30%; further: on the % scale 0 is the no-effect control and ±100 the full control effect
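Final compound at 57.5 uM, incubated 10 min at RT with coupling enzyme reagent (glyceraldehyde-3-phosphate), then 20 min with substrate and AmpLite Red detection. Fluorescence read at 525/598 nm; tests interference with the coupling assay, not aldolase inhibition.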
GALK inh = galactokinase (human) inhibition; P51570; Purified GALK, Kinase-Glo residual ATP luminescence; Potency, µM (doses to about 57.5 µM), for inactives: at the top dose activity change, negative = inhibition, hits mostly inhibitors; 270,000 compounds, 0.007% hits; AID 1868; further: potency means the concentration at half of the fitted maximal effect; on the % scale 0 is the no-effect control and ±100 the full control effect
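Compounds were pin-transferred into ATP buffer (35 uM final), then GALK plus galactose (5 nM, 100 uM final) was added. After 1 h at room temperature, Kinase-Glo Plus was added and luminescence read after 10 min.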
TSG101-PTAP inh = blocks PTAP/TSG101 interaction to inhibit HIV-1 budding. Fluorescence polarization, FITC-PTAP peptide / Tsg101 binding. Potency, µM (series often up to 115 µM), for inactives: at the highest dose activity change, negative = inhibition, usual class: inhibitors. 340,000 tested, under 10 active; active means well fitted inhibition curve with a large enough effect in the main read-out, with a control signal flat, not every such curve was filed as active; inconclusive means small, poorly fitted or top-dose-only effect, or effect the other way, or a change in a side signal; inactive means no such curve, though single readings can be large or run the other way; further: potency means the concentration at half of the fitted maximal effect; % of control where 0% means no effect
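Fluorescence anisotropy tracks displacement of a FITC-tagged PTAP peptide (50 nM) from the Tsg101 binding domain (10 uM), following a 20 min room-temperature incubation at pH 7.5.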
B2AR arrestin = beta2AR (human) beta-arrestin recruitment activity. P07550. beta-arrestin recruitment to beta2AR, cell-based reporter. Potency, µM (titrated, usually from 46.1 µM), without a hit: top-dose activation, most hits filed as activators. 330,000 compounds, 0.02% hits. AID 492947;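 further: potency means the concentration at half of the fitted maximal effect; 0% = DMSO controls and full agonism = EC100 isoproterenol or metaproterenol; nearly all actives have a fitted effect of over 65% in size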
Integrin act MD = activates integrin-mediated alleviation for muscular dystrophy. alpha7betagal myoblasts, beta-gal FDG fluorescence, 48 h. Potency, µM (series often up to 38.3 µM), for the others: at the top dose activation, actives largely listed as activators. 350,000 compounds, 0.064% hits. AID 624291;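 further: potency means the concentration at half of the fitted maximal effect; 100% = response of the positive control SU9516; nearly all actives have a fitted effect of over 60% in size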
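alpha7betagal+/- myoblasts (passage 13, 250/well) treated 48 h at 37C with compounds at 1:260 dilution of DMSO stock. Lysed, then beta-galactosidase activity read as FDG fluorescence (ex 480/em 540) after 30 min, with pre-read for autofluorescence.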
Tb PFK block = inhibitors of T. brucei phosphofructokinase; AID 485367; Potency, µM (highest dose often 57.5 µM), without a hit: at the highest dose activity, negative = inhibition, usual class: inhibitors; 330,000 compounds, 0.17% hits; T. brucei PFK, ADP-Glo luminescence; O15648;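 further: potency means the concentration at half of the fitted maximal effect; 0% = uninhibited 1x PFK enzyme wells and -100% = no-enzyme wells; nearly all actives have a fitted effect of over 60% in size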
Target sequence (O15648 whole entry, looked up): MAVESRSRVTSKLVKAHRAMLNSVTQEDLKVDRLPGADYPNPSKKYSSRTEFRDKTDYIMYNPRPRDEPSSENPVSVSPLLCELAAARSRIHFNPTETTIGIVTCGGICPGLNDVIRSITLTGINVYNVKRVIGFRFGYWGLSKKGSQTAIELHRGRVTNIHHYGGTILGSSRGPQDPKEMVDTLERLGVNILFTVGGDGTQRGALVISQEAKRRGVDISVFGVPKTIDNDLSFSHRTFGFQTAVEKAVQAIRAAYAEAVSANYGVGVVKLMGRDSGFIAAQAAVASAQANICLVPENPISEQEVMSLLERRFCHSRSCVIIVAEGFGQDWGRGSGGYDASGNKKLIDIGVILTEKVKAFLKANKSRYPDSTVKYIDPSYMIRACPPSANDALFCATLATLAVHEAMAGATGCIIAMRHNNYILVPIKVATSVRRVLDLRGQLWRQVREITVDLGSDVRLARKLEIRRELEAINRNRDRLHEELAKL
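Activity is normalized to no-enzyme wells (full inhibition) and 1.25 nM enzyme wells (no inhibition). Reaction: 0.5 mM F6P, 0.1 mM ATP, 45 min RT, ADP-Glo luminescence; concentration-response curves fitted and classed by quality.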
BCR signal inh = chronic active BCR signaling inhibition | AID 493014 | 340,000 compounds, 0.05% hits | Potency, µM (highest dose often 46.1 µM), for the others: at the highest dose ratio change, negative = lower green/red ratio, actives largely listed as inhibitors | ABC-DLBCL IkBa-CBG/CBR reporter, luminescence ratio, 4 h; active means well fitted inhibition curve with a large enough effect in the signal ratio, with a control signal flat, not every such curve was filed as active; inconclusive means small, poorly fitted or top-dose-only effect, or effect the other way, or a change in a side signal; the % refers to the signal ratio;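 further: potency means the concentration at half of the fitted maximal effect; plate controls were basal doxycycline-induced cells for no effect and cells given 10 µM MG132 for full effect; MG132 reads +100%, hits lower the ratio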
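TMD8 ABC-DLBCL cells carrying doxycycline-inducible green luciferase fused to IkappaBalpha plus unfused red luciferase were exposed to compounds (up to 46 uM) for 4 hrs at 37C. Activity came from the overlap-corrected green/red luminescence ratio.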
An asterisk follows results filed as active; i = inactive; ? = inconclusive; . = not tested or not shown; [ ] = dose if it differs, or a comment. Unless noted, the call rests on the fitted dose curve; in most records, active means well fitted curve in the direction sought with a large enough effect; inconclusive means small, poorly fitted or top-dose-only effect, or another doubt; inactive means no such curve, though single readings can be large; an effect the other way counts as inactive or inconclusive. This is a subset; the hit share may differ from the screen's.

compound	Menin MLL FP TR	Giardia killer	B2AR arrestin	FBPA coupling cs	Tb PFK block	GALK inh	TSG101-PTAP inh	BCR signal inh	S-ASM inh	Integrin act MD	PKM2 act
Cc1ccc(-c2csc3nc[nH]c(=S)c23)cc1C	17%	-5	-0.7%	-2	11%	1%	-1%	-3%	-3%	8%	-2%
COCCC(=O)N1CCC(Oc2ccc(C(=O)NCCc3ccccn3)cc2)CC1	-21%	11	0.5%	1	1%	6%	0%	5%	3%	-15%	2%
CC(CCN1CCN=C1Nc1ccccc1)c1ccccc1 (stereo not drawn)	-13%	0	-0.3%	0	0%	.	0%	-11%	3%	-2%	1%
CCOc1ccc(S(=O)(=O)N2CCCCC2)c2ccccc12	5%	-4	0.4%	-6	0%	-4%	-4%	?	-7%	-54%[inhibitor]	-5%
O=C1C(=O)c2c(C(=O)c3ccccc3)coc2-c2ccccc21	?	-5	0.0%	-80*	3%	3%	-1%	?	-2%	-58%[inhibitor]	2%
CCCCCCCCC(=O)NNC(=O)c1c(O)c2ccccc2n(CCC)c1=O	-6%	11	-0.8%	1	0%	1%	0%	0%	-2%	28%	4%
OC1CCCN(Cc2ccc3c(c2)Cc2ccccc2-3)C1 (stereo not drawn)	-3%	-4	0.4%	1	-3%	3%	-3%	-2%	-2%	-20%	-7%
COC(=O)CS(=O)(=O)c1nnc([C@H](Cc2ccccc2)NC(=O)OC(C)(C)C)o1	-4%	3	-0.2%	-1	-2%	4%	-1%	?	2%	-47%[inhibitor]	?
CCOC(=O)c1ccc(NC(=O)CSc2nccn2C)cc1	-26%	1	0.3%	1	3%	-3%	-4%	?	-3%	23%	0%
O=C(COC(=O)c1cc[n+]([O-])cc1)Nc1ccc(Cl)cc1[N+](=O)[O-]	-11%	-6	-0.1%	0	0%	-1%	-5%	0%	-2%	0%	-6%
COc1ccccc1CNC(=O)[C@H](C)N1C(=O)N2CCc3c([nH]c4ccccc34)[C@@]2(C)C1=O	-13%	-3	-1.0%	1	-1%	.	-4%	1%	-4%	-21%	-4%
CCOC(=O)N1CCC(NC(=O)c2cc(COc3ccc(F)cc3Cl)on2)CC1	?	25	-3.3%	-1	-6%	-5%	.	1%	0%	?	-6%
OC(CN1CCOCC1)CN(c1ccccc1)c1ccccc1 (stereo not drawn)	-1%	2	0.3%	0	-3%	-1%	0%	3%	0%	-1%	-2%
CCOc1ccc(NC(=O)CC2C(=O)N(C)C(=S)N2Cc2ccc3c(c2)OCO3)cc1 (stereo not drawn)	11%	-2	-0.2%	1	10%	-3%	2%	1%	-8%	18%	-14%
COc1ccc(C(CC(=O)NCc2ccccc2)C(C)C)cc1 (stereo not drawn)	.	-8	-0.6%	-1	-1%	-1%	-1%	1%	2%	-7%	6%
Cc1cc(/C=C2/SC(=O)N(CC(=O)N3CCCC3)C2=O)ccc1N1CCOCC1	-8%	-14	0.0%	-1	4%	-1%	10%	2%	-4%	-9%	4%
O=C(CCc1ccccc1)n1nc(-c2ccco2)nc1SCc1ccccc1	14%	-26	0.4%	-3	3%	0%	0%	?	-5%	27%	5%
Cc1ccc(NC(=S)NNC(=S)Nc2cccc(C(F)(F)F)c2)cc1	.	1	-0.6%	-1	-6%	.	4%	13%	-10%	-41%	-12%
CCOC(=O)C1CCCN(C(=O)c2ccc3c(c2)N(Cc2ccccc2)C(=O)c2ccccc2S3=O)C1 (stereo not drawn)	-6%	2	-0.2%	3	-2%	-2%	-3%	-1%	3%	-14%	15%
NC(=O)COC(=O)c1sc2ccccc2c1Cl	-14%	34[activator]	-0.7%	-3	-1%	4%	1%	8%	-5%	-130%[inhibitor]	6%
CCN(CC(=O)Nc1c(F)cccc1F)C(=O)c1ccc(Cl)c(S(=O)(=O)N2CCCCC2)c1	.	-18	2.6%	.	0%	5%	0%	2%	-2%	-6%	-2%
COc1cccc(-c2csc(N3CCN(C(=S)Nc4ccccc4Cl)CC3)n2)c1	?	-9	4.3%	-5	-4%	-4%	3%	2%	0%	-15%	5%
O=C(COC(=O)Cc1ccsc1)Nc1ccccc1	1%	-1	0.3%	-2	-2%	0%	-7%	1%	2%	-11%	0%
CCOc1ccc(C2C(C#N)=C(N)SC(N)=C2C#N)cc1OCC	0%	-3	-0.1%	-22	-1%	0%	?	-26%	0%	-22%	-2%
C/C(=C\C#N)n1nc(C)cc1N	3%	8	0.1%	-2	2%	-1%	-3%	0%	10%	33%	-2%
COc1ccccc1CCNC(=O)Nc1cccc([N+](=O)[O-])c1	39%[activator]	36[activator]	-0.4%	-1	-8%	3%	-5%	0%	-1%	-13%	-10%
CC(C)(C)c1ccc(-c2cc(-c3ccccc3O)[nH]n2)cc1	?	8	-0.2%	-6	1%	0%	0%	-1%	-4%	-39%	-2%
COc1ccccc1C(=O)NCCC(=O)NCCc1ccccc1	.	-3	0.1%	.	-4%	1%	0%	5%	-3%	27%	2%
COC(=O)Cc1ccc(NC(=S)NCc2ccccc2OC)cc1	20%	-15	-0.2%	-4	0%	10%	-1%	0%	3%	23%	4%
Cc1ccccc1N1CCN(C2CCCN(C(=O)c3cc[n+]([O-])cc3)C2)CC1 (stereo not drawn)	.	-23	0.3%	.	0%	6%	0%	-3%	3%	1%	.
N#C/C(=C\c1c[nH]c2ccccc12)C(=O)NC1CC1	1%	-17	-0.3%	-11	1%	.	-1%	?	1%	33%	-1%
Cc1ccc(S(=O)(=O)NC(C(=O)Oc2ccc3c(C)c(Cl)c(=O)oc3c2)c2ccccc2)cc1 (stereo not drawn)	-18%	2	-0.4%	0	-1%	1%	1%	5%	i	22%	20%
COc1ccc(C(=O)NCc2ccon2)cc1OC1CCN(C(C)C)CC1	2%	-7	-0.4%	-2	-1%	2%	-1%	-3%	3%	?	.
Cc1noc(C)c1S(=O)(=O)Nc1ccc(C(=O)N2CCCCC2)cc1	-3%	1	0.2%	9	0%	0%	-1%	16%	2%	14%	-5%
CC(C)NC(=O)C(Sc1ccccc1)c1ccccc1 (stereo not drawn)	.	-2	-0.1%	0	-2%	-2%	4%	9%	10%	8%	-4%
Cc1[nH]c2c([N+](=O)[O-])cccc2c1C	.	15	0.3%	-3	-28%	2%	-1%	-1%	-6%	?	-7%
CCN1CCN(C(=O)c2nn(-c3ccc(OC)cc3)c(=O)c3c2c2ccccc2n3C)CC1	-7%	19	-0.8%	1	-1%	.	-5%	1%	-3%	?	0%
COCCNC(=O)CN1CCC(NC(=O)Nc2ccc(C(F)(F)F)cc2)CC1	-2%	9	-0.6%	0	-7%	-7%	-3%	7%	-2%	-2%	-1%
Cc1ccc(-c2c(CC(=O)O)c(C)nc3sc4c(c23)CCCC4)cc1	18%	12	-0.9%	10	0%	-3%	-3%	5%	1%	15%	.
CCc1ccc(OCc2nnc(SCC(=O)NCc3ccco3)o2)cc1	-3%	-2	0.0%	1	12%	2%	-8%	-6%	4%	-3%	0%
O=C(CN1C(=O)NC2(CCOc3ccccc32)C1=O)Nc1ccc2c(c1)OCCO2 (stereo not drawn)	8%	30[activator]	0.4%	2	-5%	4%	-1%	?	4%	?	8%
COCCN(C)Cc1nc(C(c2ccccc2)c2ccccc2)no1	-2%	-6	0.3%	-1	0%	0%	-8%	1%	-1%	-8%	2%
